Assay outcomes (PubChem)
GLS inh: qHTS for Inhibitors of Glutaminase (GLS). Glutaminase kidney isoform, mitochondrial (Homo sapiens), O94925. GLS enzymatic activity, qHTS titration. Potency, µM (series often up to 45.5 µM), for the others: top-dose activity change, negative = inhibition, hits mostly inhibitors. 410,000 compounds, 0.21% hits. AID 624170, 2012; further: potency means the concentration at half of the fitted maximal effect
Target sequence (O94925 whole entry, looked up, canonical isoform): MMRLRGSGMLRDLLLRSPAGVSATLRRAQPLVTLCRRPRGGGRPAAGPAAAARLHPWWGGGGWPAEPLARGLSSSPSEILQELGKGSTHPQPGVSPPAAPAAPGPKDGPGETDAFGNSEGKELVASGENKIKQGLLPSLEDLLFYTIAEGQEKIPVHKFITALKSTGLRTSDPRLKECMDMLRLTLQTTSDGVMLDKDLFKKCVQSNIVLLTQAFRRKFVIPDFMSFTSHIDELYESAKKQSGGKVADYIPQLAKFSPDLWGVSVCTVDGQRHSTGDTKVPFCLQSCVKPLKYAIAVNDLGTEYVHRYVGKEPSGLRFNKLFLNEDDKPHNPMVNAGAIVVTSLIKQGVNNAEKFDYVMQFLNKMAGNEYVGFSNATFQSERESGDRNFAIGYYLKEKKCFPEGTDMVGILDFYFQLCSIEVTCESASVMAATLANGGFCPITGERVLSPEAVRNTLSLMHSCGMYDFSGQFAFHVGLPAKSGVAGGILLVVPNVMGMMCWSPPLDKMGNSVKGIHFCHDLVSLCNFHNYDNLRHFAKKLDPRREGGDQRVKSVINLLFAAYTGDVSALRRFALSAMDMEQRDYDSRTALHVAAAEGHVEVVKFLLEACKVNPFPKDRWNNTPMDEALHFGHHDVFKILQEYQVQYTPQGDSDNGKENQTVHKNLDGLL
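Glutamate formation by hKGA was monitored fluorometrically using coupled glutamate oxidase, HRP and Amplex Red. Substrate was added as 1 mM L-glutamine solution; incubation was 30 min at RT after an initial read.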
PI4K2A inh: qHTS for small molecular inhibitors of PI4K2A. Phosphatidylinositol 4-kinase type 2-alpha (Homo sapiens), Q9BTU6. purified PI4K2A, ADP-Glo luminescence, 1 h; hits give low values. activity change, negative = inhibition, % at 76.9 µM. 420,000 compounds, 0.13% hits; in the data active means activity change below about -50%; inconclusive means mostly about -30% to -49%;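 further: -100% = wells without enzyme as full effect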
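ADP-Glo luminescence measured ADP generated by PI4K2A enzyme (4 ug/mL before mixing) with 1.2 mM PI substrate (pre-mix) and 300 microM ATP (pre-mix). Tris pH7.5 buffer with MgCl2, Triton X-100; 1 h reaction at ambient temperature.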
Tb PGK inh: qHTS Assay to Find Inhibitors of Phosphoglycerate Kinase; Phosphoglycerate kinase, glycosomal (Trypanosoma brucei brucei), P07378; PGK/GAPDH coupled, Kinase-Glo luminescence, 60 min; Potency, µM (highest dose often 57.5 µM), inactives show top-dose activity change, negative = inhibition, actives largely listed as inhibitors; 380,000 compounds, 0.043% hits; AID 602233, 2012; further: potency means the concentration at half of the fitted maximal effect; nearly all actives have a fitted effect of over 60% in size
Target sequence (P07378 whole entry, looked up): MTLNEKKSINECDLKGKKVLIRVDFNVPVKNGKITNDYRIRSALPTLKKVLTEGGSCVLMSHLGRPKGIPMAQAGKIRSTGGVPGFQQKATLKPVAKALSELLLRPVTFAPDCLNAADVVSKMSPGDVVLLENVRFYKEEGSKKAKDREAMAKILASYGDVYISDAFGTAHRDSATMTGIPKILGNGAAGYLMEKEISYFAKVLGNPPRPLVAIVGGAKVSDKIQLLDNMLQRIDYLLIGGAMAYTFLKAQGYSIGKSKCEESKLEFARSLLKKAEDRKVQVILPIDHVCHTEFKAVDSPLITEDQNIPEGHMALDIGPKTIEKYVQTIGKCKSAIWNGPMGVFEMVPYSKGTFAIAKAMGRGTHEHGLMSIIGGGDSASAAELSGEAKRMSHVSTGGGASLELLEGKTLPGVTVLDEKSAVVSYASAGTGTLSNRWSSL
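Recombinant glycosomal PGK reaction used 1,3-bisphosphoglycerate generated in-well by GAPDH (100nM final) in 100mM TEA pH 7.6, 5mM MgCl2, 0.01% Tween-20. After 60 minutes at room temperature, ATP was read by Kinase-Glo Plus luminescence end-point.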
An asterisk follows results filed as active. Unless noted, the call rests on the fitted dose curve; in most records, active means well fitted curve in the direction sought with a large enough effect; inconclusive means small, poorly fitted or top-dose-only effect, or another doubt; inactive means no such curve, though single readings can be large; an effect the other way counts as inactive or inconclusive. Unless noted, on the % scale 0 is the no-effect control and ±100 the full control effect. Only part of the results is shown; the hit share may differ from the screen's.

Start of the data: the first 2 records as a preview:
Screening Cc1cnc(C2OCCO2)c2cccc(N)c12 returned GLS inh 7%, PI4K2A inh 3 and Tb PGK inh -6%.
`COc1cccc(S(=O)(=O)N(C)C[C@H]2Oc3cc(Br)ccc3S(=O)(=O)N([C@@H](C)CO)C[C@H]2C)c1` gave GLS inh 0%, PI4K2A inh -8 and Tb PGK inh 5%.

The whole of this part, from the first entry:
Screening Cc1cnc(C2OCCO2)c2cccc(N)c12 returned GLS inh 7%, PI4K2A inh 3 and Tb PGK inh -6%.
`COc1cccc(S(=O)(=O)N(C)C[C@H]2Oc3cc(Br)ccc3S(=O)(=O)N([C@@H](C)CO)C[C@H]2C)c1` gave GLS inh 0%, PI4K2A inh -8 and Tb PGK inh 5%.
`CC(C)OC(=O)N(C)C[C@@H]1OCc2cnnn2CCCC(=O)N([C@@H](C)CO)C[C@H]1C` gave GLS inh 0%, PI4K2A inh -2 and Tb PGK inh -3%.
Screening C[C@@H]1CN([C@@H](C)CO)C(=O)CCCn2nncc2CO[C@@H]1CN(C)C(=O)c1ccc2ccn(C)c2c1 returned GLS inh -3%, PI4K2A inh -3 and Tb PGK inh -3%.
COCCN(C(=O)COC(=O)c1ccc2c(c1)OCO2)c1c(N)n(Cc2ccccc2)c(=O)[nH]c1=O was read as GLS inh 0%, PI4K2A inh 0 and Tb PGK inh 3%.
`C[C@@H](NC(=O)c1[nH]cnc1C(=O)Nc1ccccc1F)c1ccccc1` gave GLS inh 3%, PI4K2A inh -5 and Tb PGK inh -3%.
`CC(=O)c1c(C)[nH]c(C(=O)OCC(=O)N2CCN(c3ccccc3)CC2)c1C` gave GLS inh -3%, PI4K2A inh 6 and Tb PGK inh -7%.
For c1ccc(-c2nnc3oc(-c4cccs4)nn23)cc1 the results were GLS inh -10%, PI4K2A inh 1 and Tb PGK inh -9%.
For CCn1c(C)cc(C(=O)CSc2nnc(C3CC3)n2C2CC2)c1C the results were GLS inh 0%, PI4K2A inh 1 and Tb PGK inh -7%.
`COc1cc(N(C(C)=O)c2ccc(O)c(C(=O)O)c2)c2ncccc2c1` gave GLS inh 1%, PI4K2A inh -13 and Tb PGK inh -5%.
For COc1ccc([C@H]2N[C@]3(CCCN(Cc4ccc(C(F)(F)F)cc4)C3=O)[C@H]3C(=O)N(Cc4ccccc4)C(=O)[C@@H]23)cc1 the results were GLS inh 1%, PI4K2A inh -1 and Tb PGK inh inactive.
Screening CCc1cccc(NC(=O)COC(=O)c2c(C)nn(-c3ccccc3)c2C)c1 returned GLS inh -1%, PI4K2A inh -1 and Tb PGK inh 5%.
Screening O=C(NC(=S)Nc1c(Cl)cc(Cl)cc1Cl)c1ccccc1 returned GLS inh 5%, PI4K2A inh 2 and Tb PGK inh -4%.
Screening C[C@@H]1CCCCO[C@H](CN(C)S(=O)(=O)c2cccs2)[C@@H](C)CN([C@H](C)CO)C(=O)c2cc(NC(=O)Nc3ccc4c(c3)OCO4)ccc2O1 returned GLS inh 1%, PI4K2A inh 3 and Tb PGK inh -11%.
Screening C#CCN(C[C@@H]1[C@@H](OC(=O)NCc2ccc(OC)c(OC)c2)[C@@H](OC(=O)NCc2ccc(OC)c(OC)c2)Cn2c(=O)ccc(=O)n21)S(=O)(=O)c1ccc(C)cc1 returned GLS inh -9%, PI4K2A inh -4 and Tb PGK inh -6%.
CC(C)=C(c1ccc(Cl)cc1)c1c(N)ncnc1N was read as GLS inh 0%, PI4K2A inh 1 and Tb PGK inh 2%.
CCOC(=O)c1ccc(NC(=O)Nc2nc3ccccc3s2)cc1 was read as GLS inh -3%, PI4K2A inh 3 and Tb PGK inh 2%.
O=C(O)C1CCN(S(=O)(=O)c2ccc3[nH]ccc3c2)CC1 was read as GLS inh -2%, PI4K2A inh 5 and Tb PGK inh -6%.
For COc1ccccc1CCC(=O)NNC(=O)Cn1nc(C)cc1C the results were GLS inh -1%, PI4K2A inh -3 and Tb PGK inh 2%.
Screening COc1ccc(S(=O)(=O)N(C)C)cc1NC(=O)COC(=O)c1n[nH]c2ccccc12 returned GLS inh 1%, PI4K2A inh -7 and Tb PGK inh -6%.
For COc1ccccc1-n1c(SCC(=O)Nc2ccc(Cl)cc2)nc(O)c(Cc2ccccc2)c1=O the results were GLS inh 4%, PI4K2A inh 2 and Tb PGK inh -3%.
For CCC1CCCCN1C(=O)COC(=O)c1cncc(Br)c1 (centres undefined) the results were GLS inh -1%, PI4K2A inh 0 and Tb PGK inh -8%.
For COc1ccc(-c2ccc(CN3C(C)C(=O)N(Cc4cn(Cc5ccco5)nn4)CCS3(=O)=O)cc2)cc1 (centres undefined) the results were GLS inh -7%, PI4K2A inh -8 and Tb PGK inh -9%.
Screening C[C@@H]1CN([C@H](C)CO)S(=O)(=O)c2ccc(C#Cc3ccccc3F)cc2O[C@H]1CN(C)C(=O)c1ccc2c(c1)OCO2 returned GLS inh -2%, PI4K2A inh -2 and Tb PGK inh inactive.
Screening Cc1cn([C@H]2C[C@H](O)[C@@H](CNC=O)O2)c(=O)[nH]c1=O returned GLS inh -1%, PI4K2A inh -7 and Tb PGK inh 3%.
Screening CCCCCCn1c(=O)n2n(c1=O)[C@@H]1CN(S(=O)(=O)c3ccc(C)cc3)C[C@]1(O)[C@@H](OC(=O)NCC1CCCCC1)C2 returned GLS inh -10%, PI4K2A inh 0 and Tb PGK inh -3%.
`O=C(O)c1ccc(C(S(=O)(=O)c2ccccc2)S(=O)(=O)c2ccccc2)cc1` gave GLS inh 10%, PI4K2A inh 0 and Tb PGK inh -1%.
Screening C[C@H]1CN([C@@H](C)CO)C(=O)CCCn2cc(nn2)CO[C@@H]1CN(C)C(=O)Nc1ccc2c(c1)OCCO2 returned GLS inh 11%, PI4K2A inh 0 and Tb PGK inh 1%.
Cc1cccc(NC(=O)CSCC(=O)Nc2cc(C(F)(F)F)ccc2N2CCOCC2)c1 was read as GLS inh -4%, PI4K2A inh -1 and Tb PGK inh -9%.
Cc1c(Cl)cccc1NC(=S)NC(=O)c1ccccc1 was read as GLS inh 6%, PI4K2A inh 7 and Tb PGK inh 9%.
`CCOC(=O)c1cc(OCC)c2c(ccc3cc(OC)ccc32)n1` gave GLS inh 1%, PI4K2A inh -6 and Tb PGK inh -17%.
Screening CC(=O)Nc1ccc(NC(=O)CSc2nnc(NC(=O)c3ccccc3F)s2)cc1 returned GLS inh 4%, PI4K2A inh -4 and Tb PGK inh 0%.
For Cc1ccc(NC(=O)c2ccc(OCC3CCCO3)cc2)cc1Cl (centres undefined) the results were GLS inh -4%, PI4K2A inh -4 and Tb PGK inh 0%.
CCC[C@H]1CN(c2ccccc2)C(=O)[C@@H]1CC(=O)Nc1ccc(Br)cc1 was read as GLS inh 2%, PI4K2A inh -1 and Tb PGK inh -7%.
For COc1ccc(COC(=O)CCCN=C2NS(=O)(=O)c3ccccc32)cc1F the results were GLS inh 1%, PI4K2A inh -1 and Tb PGK inh 5%.
`Cc1cnc(N)nc1-c1ccccc1` gave GLS inh -3%, PI4K2A inh 4 and Tb PGK inh 5%.
For C[C@@H]1CC[C@H](Cc2ccc(-n3cccc3)cc2)N1C(=O)OC(C)(C)C the results were GLS inh 0%, PI4K2A inh 1 and Tb PGK inh 0%.
CCOc1ccc(S(=O)(=O)c2ccc(C)cc2)c2c1no[n+]2[O-] was read as GLS inh 2%, PI4K2A inh -7 and Tb PGK inh -3%.
`CC1(c2cccc(Br)c2)NC(=O)N(CC(=O)Nc2ccc(N3CCCCC3)cc2)C1=O` (centres undefined) gave GLS inh 20%, PI4K2A inh 7 and Tb PGK inh inactive.
Screening O=C(Nc1ccccc1Cl)Nc1ccnn1C1CCN(C(=O)C2CCOC2)CC1 (centres undefined) returned GLS inh 0%, PI4K2A inh -5 and Tb PGK inh -8%.

The list goes on; the last 4 above are carried over.
For C[C@@H]1CC[C@H](Cc2ccc(-n3cccc3)cc2)N1C(=O)OC(C)(C)C the results were GLS inh 0%, PI4K2A inh 1 and Tb PGK inh 0%.
CCOc1ccc(S(=O)(=O)c2ccc(C)cc2)c2c1no[n+]2[O-] was read as GLS inh 2%, PI4K2A inh -7 and Tb PGK inh -3%.
`CC1(c2cccc(Br)c2)NC(=O)N(CC(=O)Nc2ccc(N3CCCCC3)cc2)C1=O` (centres undefined) gave GLS inh 20%, PI4K2A inh 7 and Tb PGK inh inactive.
Screening O=C(Nc1ccccc1Cl)Nc1ccnn1C1CCN(C(=O)C2CCOC2)CC1 (centres undefined) returned GLS inh 0%, PI4K2A inh -5 and Tb PGK inh -8%.
COc1ccccc1S(=O)(=O)N(C)C[C@@H]1OCc2cnnn2CCCC(=O)N([C@@H](C)CO)C[C@H]1C was read as GLS inh -12%, PI4K2A inh -1 and Tb PGK inh -3%.
COc1ccc(C(=O)N(C)[C@H]2C[C@H]3c4[nH]c5ccccc5c4CCN3C(=O)[C@H]2CO)cc1 was read as GLS inh 3%, PI4K2A inh 3 and Tb PGK inh -4%.
Screening CC(C)C1C(=O)N(Cc2cn(CCC3OCCCO3)nn2)CCS(=O)(=O)N1Cc1ccc(-c2ccncc2)cc1 (centres undefined) returned GLS inh 0%, PI4K2A inh -8 and Tb PGK inh -6%.
Screening Cc1ccc(S(=O)(=O)N2C[C@H]3n4c(=O)ccc(=O)n4C[C@H](OC(=O)NC4CCCC4)[C@@]3(O)C2)cc1 returned GLS inh 0%, PI4K2A inh -6 and Tb PGK inh 1%.
`CSc1ccccc1C(=O)N1CCc2ccc(NC(=O)c3ccccn3)cc2C1` gave GLS inh 0%, PI4K2A inh -15 and Tb PGK inh -8%.
`Cc1noc(C)c1S(=O)(=O)N(C)C[C@H]1OCc2cn(nn2)CCCC(=O)N([C@H](C)CO)C[C@@H]1C` gave GLS inh -8%, PI4K2A inh 1 and Tb PGK inh -3%.
CC(=O)Nc1ccc2cnn(C(C)=O)c2c1 was read as GLS inh 2%, PI4K2A inh -2 and Tb PGK inh -4%.
CCc1cc(-c2nnn(-c3cc(C(C)C)ccc3C)c2CC)ccc1-c1cn(CCc2c[nH]c3ccccc23)nn1 was read as GLS inh -5%, PI4K2A inh 5 and Tb PGK inh -5%.
For CCN(CC)CCNc1ccc(CO)c2oc3ccccc3c(=O)c12 the results were GLS inh 17%, PI4K2A inh -3 and Tb PGK inh 11%.
COc1ccc(C(=O)NCC2CCCO2)cc1S(=O)(=O)NCc1ccc(Cl)cc1 (centres undefined) was read as GLS inh 2%, PI4K2A inh 1 and Tb PGK inh 5%.
C[C@H](CO)N1C[C@H](C)[C@@H](CN(C)C(=O)Oc2ccccc2)OCc2cn(nn2)CCCC1=O was read as GLS inh 0%, PI4K2A inh -4 and Tb PGK inh 6%.
For C[C@@H]1CN([C@@H](C)CO)C(=O)c2cc(N(C)C)ccc2O[C@@H](C)CCCCO[C@@H]1CN(C)S(=O)(=O)c1cccs1 the results were GLS inh -1%, PI4K2A inh 7 and Tb PGK inh -11%.
For COc1ccc(CNC(=O)N2[C@H]3CC[C@@H]2C=C(c2ccc(F)cc2OCc2ccccc2)C3)cc1OC the results were GLS inh 3%, PI4K2A inh -5 and Tb PGK inh 1%.
`CSC[C@H]1CN(Cc2ccccc2)C(=O)[C@@H]1CC(=O)Nc1ccc(Br)cc1` gave GLS inh 1%, PI4K2A inh 4 and Tb PGK inh -4%.
`COC(=O)[C@H]1C[C@H](OC(=O)NCc2ccco2)[C@@]2(O)CN(S(=O)(=O)c3ccc(C)cc3)CC2[C@H]1C(=O)OC` (some centres undefined) gave GLS inh -6%, PI4K2A inh -3 and Tb PGK inh -7%.
`Cc1ccccc1OCc1nnc(SC(C)C(=O)O)n1-c1ccccc1` (centres undefined) gave GLS inh 6%, PI4K2A inh -7 and Tb PGK inh -4%.
For Cc1ccc(C(=O)C=CC=Cc2ccccc2)cc1 the results were GLS inh 2%, PI4K2A inh 4 and Tb PGK inh 1%.
Screening CCN(CC)C(=O)C1=C(C)N(Cc2ccc(OC)cc2)C(=O)C(CC(=O)NCCc2ccccn2)C1 (centres undefined) returned GLS inh 2%, PI4K2A inh -17 and Tb PGK inh 8%.
`Cc1ccccc1Nc1nc(Cl)nc(NC(C)(C)C)n1` gave GLS inh 3%, PI4K2A inh 1 and Tb PGK inh -10%.
Screening CC1=NN(c2ccccc2)C(=O)C1=Cc1ccccc1 returned GLS inh inconclusive, PI4K2A inh -57* and Tb PGK inh -9%.
For Cc1ccc2c(C)c(C(=O)N3CCC(C(N)=O)(N4CCCCC4)CC3)oc2c1C the results were GLS inh 6%, PI4K2A inh 0 and Tb PGK inh -2%.
For C[C@H](CO)N1C[C@H](C)[C@@H](CN(C)Cc2ccccc2F)Oc2ncc(Br)cc2C1=O the results were GLS inh -5%, PI4K2A inh -2 and Tb PGK inh -9%.
